Bioassay records as filed in PubChem BioAssay.
Xi reactivation: activators of inactive X chromosome reactivation, primary screen, imaging, XiGFP fibroblasts, GFP high-content imaging, set 2; 0.055% of 360,000 active; XiGFP mouse fibroblasts, % GFP-positive cells imaging, 3 d; cells co-treated with 5-aza-dC sensitizer; scaled so ellipticine positive control = 100%; AID 743238, 2013; activation, % at 7.58 µM;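 active = mean normalized replicate activation at least 10% and every replicate at or above 10%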;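 also: 0% = median of on-plate neutral control wells and 100% = ellipticine 6 µM median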
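Material: XiGFP fibroblasts, SV40-immortalized. Buffer or medium: DMEM plus 5-aza-dC sensitizer. Compound: single concentration per compound, delivered by pin transfer. Times: 3 days compound exposure. Controls: ellipticine 6 µM.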
S100A4 MyoIIA: inhibitors of S100A4-myosin IIA peptide binding, primary screen, biochemical, fluorescence polarization, TAMRA-MyoIIA peptide. AID 652163, 2013. 0.14% of 360,000 active. inhibition, % at 10.7 µM. Protein S100-A4 (Homo sapiens), P26447;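 active = mean inhibition of at least 70% across replicates, with every replicate also reaching that level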
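incubation = readout 5 min after mixing, signal stable up to 60 min | system = S100A4 monomer protein | buffer or medium = HEPES pH 7.2 with CaCl2, KCl, NaCl, DTT, Triton | benchmarks = neutral control DMSO, positive control TFP | also added = fluorescent myosin IIA peptide, 5 nM | compound dosing = one concentration per compound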
FN deposition inh: inhibitors of fibronectin matrix deposition, primary screen, AH1F cells, Alexa488-fibronectin fluorescence, plate reader; 0.086% of 350,000 active; inhibition, % at 12.6 µM; AID 743247, 2014; AH1F fibroblasts, overnight;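 active = mean inhibition across replicates of 30% or more, regardless of how many single replicates reach that level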;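 also: positive control wells lacked labelled fibronectin entirely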
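Assay system: AH1F fibroblast monolayer, labelled fibronectin deposition. Amount: 10000 cells per well. Also added: labelled fibronectin 24 nM. Compound: single-point pinned compound. Incubation: cell attachment 1 h, compound and FN exposure overnight. Detection: fluorescence after three HBSS washes, excitation 485 nm, emission 525 nm. Read-out: inhibition of fibronectin deposition signal.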
EWS-Fli block: EWS/Fli-driven NR0B1 reporter inhibitors, primary screen, A673 cells, NR0B1 luciferase, luminescence, MLPCN library; viability-normalised; inhibition, % at 12.6 µM; 0.67% of 350,000 active;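 active = mean inhibition of at least 50% after viability correction, with every replicate also passing that limit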;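 also: firefly luciferase signal divided by Alamar Blue viability fluorescence both relative to DMSO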
RAD52 inh: RAD52 DNA annealing inhibitors, primary screen, biochemical, FRET, single point, set 2 | DNA repair protein RAD52 homolog (Homo sapiens), P43351 | recombinant RAD52 DNA annealing, FRET fluorescence | inhibition, % at 18.7 µM | 0.46% of 360,000 active | AID 651710, 2012;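 active = every replicate showing at least 50% inhibition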
Target sequence (P43351 whole entry, looked up): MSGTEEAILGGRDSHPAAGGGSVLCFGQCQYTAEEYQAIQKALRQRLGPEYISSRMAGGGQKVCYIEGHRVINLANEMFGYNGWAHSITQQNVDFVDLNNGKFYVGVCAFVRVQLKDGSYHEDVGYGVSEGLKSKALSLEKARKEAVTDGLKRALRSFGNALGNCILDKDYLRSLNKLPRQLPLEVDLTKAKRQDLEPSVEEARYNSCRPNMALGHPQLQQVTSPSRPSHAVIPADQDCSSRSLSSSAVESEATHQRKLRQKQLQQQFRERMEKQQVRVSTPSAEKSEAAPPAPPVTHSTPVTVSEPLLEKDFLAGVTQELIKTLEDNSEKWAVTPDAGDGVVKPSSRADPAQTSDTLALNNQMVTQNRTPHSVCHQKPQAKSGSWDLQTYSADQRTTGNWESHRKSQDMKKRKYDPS
esBAF inh: Bmi1 luciferase reporter increase in mESCs, primary screen, esBAF inhibitor project, mouse ES cells, Bmi1 luciferase knock-in, single point; 2% of 350,000 active; AID 602393, 2012; reporter increase, % at 12.5 µM; 24 h; 100% = twice the neutral-well signal; in the data active = activation above about 40%;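 also: 0% = median of the plate's neutral control wells and 100% = double that signal; a rise in the Bmi1 reporter signal indicates esBAF inhibition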
E-sel inducer: E-selectin induction in HUVECs, primary screen, imaging, HUVEC, immunofluorescence imaging, single point. P16581. normalized: neutral wells 0, TNF-alpha wells 100. activation, % at 7.58 µM. 0.37% of 260,000 active. AID 686992, 2013;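 active = mean E-selectin-positive cell signal at least 10% of the positive control, reached in at least 60% of replicates, without over 20% cell loss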;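 also: in these data hits start at about 27%; measured in HUVEC primary endothelial cells; signal is the percent of cells scored E-selectin positive by PE staining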
Target sequence (P16581 whole entry, looked up): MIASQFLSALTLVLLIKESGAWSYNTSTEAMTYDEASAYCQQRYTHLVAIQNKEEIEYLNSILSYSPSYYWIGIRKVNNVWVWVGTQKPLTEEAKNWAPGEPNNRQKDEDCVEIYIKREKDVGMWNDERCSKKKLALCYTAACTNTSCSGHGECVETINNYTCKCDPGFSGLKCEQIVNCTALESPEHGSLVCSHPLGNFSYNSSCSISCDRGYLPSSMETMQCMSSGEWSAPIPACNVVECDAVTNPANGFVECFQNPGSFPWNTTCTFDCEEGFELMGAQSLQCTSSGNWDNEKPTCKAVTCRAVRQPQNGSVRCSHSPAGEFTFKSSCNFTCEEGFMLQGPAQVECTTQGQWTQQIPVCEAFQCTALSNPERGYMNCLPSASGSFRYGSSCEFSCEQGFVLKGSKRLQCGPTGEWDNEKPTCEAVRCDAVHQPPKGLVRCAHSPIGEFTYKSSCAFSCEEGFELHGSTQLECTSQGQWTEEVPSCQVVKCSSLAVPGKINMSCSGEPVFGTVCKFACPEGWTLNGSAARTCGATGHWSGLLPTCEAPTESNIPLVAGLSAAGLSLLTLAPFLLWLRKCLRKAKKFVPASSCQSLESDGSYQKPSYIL
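Test system: HUVEC; input: 3,000 HUVEC/well; measured by: immunofluorescence imaging; read-out: % PE-positive cells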
RAD54 branch: inhibitors of human RAD54 branch migration, primary screen, biochemical, fluorescence, single point; DNA repair and recombination protein RAD54-like (Homo sapiens), Q92698; 0.14% of 360,000 active; RAD54 Holliday junction branch migration, FAM/BHQ fluorescence; inhibition, % at 10.4 µM;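 active = mean normalized replicate activity at least 40 and at least half of replicates scoring 40 or more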;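 also: 0% = median of neutral control wells and 100% = median of positive control wells; inhibitors cause a drop in the FAM fluorescence signal; in these data hits start at about 50%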
Numbers without * were called inactive; nt = no result given; & = joins results of further samples.

SMILES	Xi reactivation	S100A4 MyoIIA	FN deposition inh	EWS-Fli block	RAD52 inh	esBAF inh	E-sel inducer	RAD54 branch
C/C=C/c1ccc([C@@H]2[C@@H](CO)N(C(C)=O)[C@H]2CN(CC(C)C)C(C)=O)cc1	0.0	nt	nt	0	nt	4	0.1	-1
CCOC(=O)c1ccc(N=Nc2c(C)[nH]n(-c3ccccc3)c2=O)cc1	0.0	23	-1	21	-6	-1	nt	-16
CN1CCN(C(=O)C[C@@H]2CC[C@@H]3[C@H](COC[C@@H](O)CN3C(=O)Cc3ccccc3)O2)CC1	0.0	-4	-3	1	3	-1	-0.1	1
O=C(Nc1cccc(C(=O)N2CCOCC2)c1)c1ccccc1Br	0.0	3	3	nt	-17	-3	-0.3	5
COc1ccc(N2C(=O)C(Cl)=C(N3CCN(Cc4ccccc4)CC3)C2=O)cc1	nt	-4	nt	13	-8	1	nt	0
CCCCOC(=O)Nc1ccc(N(C)C)cc1	0.2	-9	11	-12	5	nt	0.5	nt
O=C(C[C@@H]1CC[C@@H](NC(=O)Nc2cccc(F)c2)[C@@H](CO)O1)NCC1CCCCC1	-0.5&0.0	6&-6	0&9	1&-4	5&-11	-4	-0.1&0.1	-1
CC[C@]1(C(=O)OC)[C@H]2C(=O)N(Cc3ccccc3)C(=O)[C@H]2[C@H]2CN=C(SCc3ccc(C(=O)OC)cc3)N21	-0.2	57	nt	-2	-12	6	nt	-8
Cn1cc(C(=O)NC2CCCCCCC2)c(=O)c2cc(S(=O)(=O)N3CCCC3)ccc21	nt	nt	1	nt	nt	-4	-0.1	-1
CCCNC(=O)c1ccc(-c2nn(C)c(=O)c3ccccc23)cc1	-0.1	4	-4	-1	2	-2	-0.3	-3
CCS(=O)(=O)NC(=O)C1(C)CCN1C(=O)C1(c2ccc(Cl)cc2)CC1 (stereo unspecified)	0.2	-2	7	3	0	-2	-0.3	0
CCOc1cc(/C=N\NC(=O)c2ccc(C)nc2)ccc1OC(=O)c1ccc(F)cc1	0.0	-6	0	3	2	-5	nt	-6
CCC(=O)NNC(=O)CCC(=O)Nc1cccc(Cl)c1C	0.0	-3	5	-1	-8	-6	nt	7
COc1ccc(NC(=O)CN(C)C(=O)c2sc3cc(Cl)ccc3c2Cl)cc1	0.0	-4	8	2	-11	2	2.7	-8
CCc1ccccc1N1C(=O)CC(Sc2nccc(C)n2)C1=O (stereo unspecified)	0.0	4	8	4	-5	-5	nt	4
COc1ccccc1NC(=O)N(C)C[C@H]1OCc2cn(nn2)CCCC(=O)N([C@H](C)CO)C[C@@H]1C	0.8&-0.2	1&5	10&1	0&2&-8	1&8	1&2	0.5&1.3	-13
O=C(C[C@@H]1CC[C@@H]2[C@H](COC[C@@H](O)CN2C(=O)Nc2ccc(F)cc2)O1)NCCCN1CCOCC1	0.2	7	-5	-5	18	6	0.1	2
Cc1csc(=O)n1CC(=O)OC(C)C(=O)Nc1cccc(Cl)c1 (stereo unspecified)	0.1	-5	0	0	-3	1	nt	-23
COC(=O)c1cccc(NC(=O)c2ccc[n+]([O-])c2)c1	0.0	0	1	1	6	-4	nt	-9
CO[C@H]1CC[C@H]2CCOc3ccc(C#N)cc3C(=O)N(C)C[C@H](c3ccccc3)CC(=O)N(C)C[C@H]1O2	-0.1	4	-3	-4	-2	1	0.1	4
Cc1noc(C)c1S(=O)(=O)N(C)C[C@H]1Oc2c(NC(=O)c3nc4ccccc4s3)cccc2C(=O)N([C@@H](C)CO)C[C@H]1C	0.4	2	7	2	23	1	nt	6
CCCN1C2CCCC1CC(NC(=O)Nc1cccc(C(C)=O)c1)C2 (stereo unspecified)	nt	nt	4	nt	nt	4	-0.6	-5
CC(=O)Nc1cncc(-c2ccccc2C(C)=O)n1	0.0	-5	0	-9	-25	-3	0.0	-6
Cc1cc(NNC(=O)c2ccccc2)nc(NNC(=O)c2ccccc2)n1	0.1	-2	-3	5	-8	2	nt	nt
Cc1ccc(S(=O)(=O)N2CCN(c3ccc([N+](=O)[O-])c4cccnc34)CC2)cc1	0.0	nt	-1	nt	nt	6	nt	-4
The listing continues:
SMILES	Xi reactivation	S100A4 MyoIIA	FN deposition inh	EWS-Fli block	RAD52 inh	esBAF inh	E-sel inducer	RAD54 branch
CN(C)CCN(Cc1cc2cc3c(cc2[nH]c1=O)OCO3)C(=S)NCC1CCCO1 (stereo unspecified)	0.0	3	3	7	2	nt	nt	nt
COCCn1c(=NC(=O)c2ccc(S(=O)(=O)N3CCc4ccccc4C3)cc2)sc2cc(S(N)(=O)=O)ccc21	-0.1	10	-3	36	5	nt	nt	nt
CCN(CC)c1ccc(C2Nc3cccc4cccc(c34)N2)c(O)c1	nt	4	nt	-29	-1	13	nt	10
CCCNC(=O)C[C@@H]1CC[C@H]2[C@@H](COC[C@H](O)CN2C(=O)CC)O1	0.4	-5	-1	nt	-2	-7	-0.1	-3
C[C@H](NC(=O)c1nc[nH]c1C(=O)NCC(=O)OC(C)(C)C)C(=O)OC(C)(C)C	0.1	2	nt	1	-12	5	0.1	-6
O=c1[nH]n(-c2ccc([N+](=O)[O-])cc2)c(=O)c2ccccc12	-0.1	41	-11	2	-4	nt	2.4	nt
CCOC(=O)C1(Cc2ccc(OC)cc2)CCN(C(=O)CC2CCC(=O)N2)CC1 (stereo unspecified)	0.0	-3	9	-6	-9	nt	0.7	nt
CCn1cc(-c2n[nH]c(=S)n2-c2ccc(C)cc2Br)c(=O)c2ccc(C)nc21	0.0	1	4	9	-20	-2	-0.3	-12
C/C(=N\NC(=O)c1nnn(-c2nonc2N)c1CN(C)c1ccccc1)c1cccs1	0.0	-3	4	nt	-13	-8	nt	nt
CCN(c1ccccc1)c1nc2nonc2nc1NCCO	0.2	-6	0	9	-8	8	nt	-7
COc1cccc(C(=O)Nc2ccc3c(c2)OC[C@@H](C)N(C(C)=O)C[C@@H](C)[C@@H](OC)CN(C)C3=O)c1	0.1	3	-2	5	11	-4	-0.1	-9
Cc1nc(N2CCN(c3ccccn3)CC2)c2c(C)c(C(=O)Nc3ccc(Cl)cc3)sc2n1	0.0	-6	11	-14	-17	-10	nt	-10
COc1ccc(Cl)cc1NC(=O)CN(C)C(=O)c1cccc(S(=O)(=O)N2CCN(C)CC2)c1	-0.1	-1	11	6	11	7	nt	2
Cc1cc2oc(=O)cc(CN3CCOCC3)c2cc1O	0.2	-6	7	16	-14	-4	nt	1
CCCCSCCCNC(=O)c1ccc(CS(=O)(=O)c2ccc(OC)cc2)o1	0.3	-3	7	8	-9	1	0.1	3
C[C@H]1CN([C@@H](C)CO)C(=O)c2cc(C#CCc3ccccc3)cnc2O[C@H]1CN(C)C(=O)C1CCC1	-0.7	2	nt	-11	-14	2	0.3	-2
COCCNC(=O)C[C@H]1CC[C@H]2[C@H](COc3ccc(NC(=O)Nc4ccccc4)cc3C(=O)N2C)O1	0.3	0	-3	-3	1	3	0.1	-4
CNC(=O)c1ccc(NC(=O)CN2c3cccc4cccc(c34)S2(=O)=O)cc1	0.2	16	2	-9	-22	1	-1.4	-1
CC(=O)Nc1ccc(S(=O)(=O)N2CCC(C(=O)NC3CCCC3)CC2)cc1	0.0	-1	-6	nt	-6	2	nt	1
COC(=O)C1=C(C)Nc2nc(-c3ccccc3)nn2C1c1ccc(C)o1 (stereo unspecified)	0.4	-4	8	-16	-18	21	0.0	-8
Cc1ccnc(NC(=O)Cn2c(=O)oc3ccccc32)c1	0.3	-3	nt	-33	-41	21	0.1	-6
N#Cc1ccc(-c2ccc([C@@H]3[C@@H](CO)N4C(=O)CN(C(=O)C5CC5)C[C@H]34)cc2)cc1	0.0	83*	nt	4	5	nt	0.2	nt
Cc1ccccc1S(=O)(=O)N(C)C[C@@H]1OCc2cn(nn2)CCCC(=O)N([C@@H](C)CO)C[C@@H]1C	0.1	-8	6	-1	0	1	0.0	-3
Cc1nn(-c2ncc(C(F)(F)F)cc2Cl)c(=O)n1-c1ccc(F)cc1	0.0	-6	2	-5	-1	3	21	8
Cc1nn(Cc2cccc(C(=O)O)c2)c(C)c1[N+](=O)[O-]	0.0	-2	-9	3	-6	nt	2.6	5
(listing goes on)
SMILES	Xi reactivation	S100A4 MyoIIA	FN deposition inh	EWS-Fli block	RAD52 inh	esBAF inh	E-sel inducer	RAD54 branch
O=C(N/N=C1\CCCc2oc(C(=O)O)cc21)c1ccccc1	0.8	-1	-25	-10	-11	3	nt	-1
CCC(NC(=O)c1ccccc1NC(=O)c1ccccc1)C(=O)NNC(=O)CSc1nc2ccccc2o1 (stereo unspecified)	0.0	4	4	1	-20	nt	nt	nt
CCCC#Cc1ccc2c(c1)[C@@H]1[C@@H](CCN1S(=O)(=O)c1cccc(F)c1)[C@@H](CO)N2C	0.1	-19	-4	14	-6	6	0.4	3
COc1ccc(NS(=O)(=O)c2cccc(C(=O)NNC(=O)NCCCl)c2)cc1	0.6	0	0	2	-5	nt	0.7	nt
CC(=O)c1ccc(NC(=O)CCc2nnc3ccc(NCc4ccco4)nn23)cc1	0.4	-4	-22	-54	-18	28	nt	-5
Cc1c(C(=O)NCCSCc2ccc(F)cc2)cnn1-c1ccc(Cl)cc1	0.1	2	-12	-6	-8	nt	0.5	-6
CCOC(=O)/C(C#N)=C/c1ccc(N2CCN(Cc3ccccc3)CC2)cc1	0.2	-18	6	3	-175	6	-0.1	-21
O=C(C[C@H]1CC[C@@H](NC(=O)C2CC2)[C@H](CO)O1)Nc1ccccc1	0.5	28	0	nt	-2	-1	-0.1	4
O=C(CCc1nnc(Cc2cccc(C(F)(F)F)c2)o1)NC1CC1	-0.3	-4	-5	-10	-8	nt	4.3	nt
Cc1ccc(-c2nnc(-c3ccccc3)o2)cc1Br	nt	5	-2	nt	-18	nt	nt	-6
CCn1nc(C)c(/C=N/NC(=O)Cn2cncn2)c1C	-0.1	21	4	-4	-13	nt	nt	-3
CCCCN(C(=O)CSc1nnnn1C)C1CCS(=O)(=O)C1 (stereo unspecified)	0.0	-4	-3	-3	-22	-1	nt	6

Compound profiles, from the list above. Values in the order: Xi reactivation	S100A4 MyoIIA	FN deposition inh	EWS-Fli block	RAD52 inh	esBAF inh	E-sel inducer	RAD54 branch
O=C(C[C@H]1CC[C@@H](NC(=O)C2CC2)[C@H](CO)O1)Nc1ccccc1 across the screens: 0.5	28	0	nt	-2	-1	-0.1	4
Cc1ccc(-c2nnc(-c3ccccc3)o2)cc1Br across the screens: nt	5	-2	nt	-18	nt	nt	-6
CCCC#Cc1ccc2c(c1)[C@@H]1[C@@H](CCN1S(=O)(=O)c1cccc(F)c1)[C@@H](CO)N2C across the screens: 0.1	-19	-4	14	-6	6	0.4	3
CCOC(=O)/C(C#N)=C/c1ccc(N2CCN(Cc3ccccc3)CC2)cc1 across the screens: 0.2	-18	6	3	-175	6	-0.1	-21
O=C(N/N=C1\CCCc2oc(C(=O)O)cc21)c1ccccc1 across the screens: 0.8	-1	-25	-10	-11	3	nt	-1
